Assay outcomes (PubChem BioAssay)
SDO1 yeast rescue = compounds rescuing growth of sdo1-depleted yeast, bone marrow failure model; z-score at 10 µM; S. cerevisiae sdo1-depleted JHY4D growth rescue, OD600 30 h; stronger effect = higher value; pdr5 snq2 efflux-pump mutant strain; AID 817; 140,000 tested, 0.21% active;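 active = z-score above 3 at both the 24 hr and the 30 hr optical density reads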;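 note: z-score against mean and SD of all compound wells on the same plate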
INS promoter inh = TRM-6 insulin promoter activity inhibition | inhibition, % at 2 µM | TRM-6 cells (human fetal islet line), insulin promoter-eGFP reporter, imaging; reporter expression induced with tamoxifen | 130,000 tested, 0.9% active | AID 1273;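 active = inhibition above the mean plus 3 SD, with well images judged a real hit on visual review, cut at about 60% in these data, passing the limit was not always enough; inconclusive = inhibition over the cutoff but images rejected on review; inactive = inhibition not above the cutoff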
SDO1 yeast rescue Rescue 24 h = second read-out of SDO1 yeast rescue, no call of its own (marks repeat the call); z-score; S. cerevisiae sdo1-depleted JHY4D growth rescue, OD600; measured here: growth rescue at 24 h;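 0 is the plate mean of compound wells and units are plate SD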
Active calls of the source: *; i = inactive; u = inconclusive; x = no result given. Not a hit list; any-hit rate near 0.99%.

The opening three compounds, to show the layout:
INS promoter inh	SDO1 yeast rescue	SDO1 yeast rescue Rescue 24 h	Molecule
0.0	0.57	0.35	CC1=CCC(Cc2nc3ccccc3o2)C1(C)C (stereo unspecified)
21.1	0	-0.23	CCCOc1ccc(N2C(=O)CC(NCCNc3ccc(S(=O)(=O)CC)cc3)C2=O)cc1 (stereo unspecified)
16.2	-0.59	-1.5	CCN(CC)CCN1C(=O)C(O)=C(C(=O)c2ccco2)C1c1ccccn1 (stereo unspecified)

The listing (from the top)
INS promoter inh	SDO1 yeast rescue	SDO1 yeast rescue Rescue 24 h	Molecule
0.0	0.57	0.35	CC1=CCC(Cc2nc3ccccc3o2)C1(C)C (stereo unspecified)
21.1	0	-0.23	CCCOc1ccc(N2C(=O)CC(NCCNc3ccc(S(=O)(=O)CC)cc3)C2=O)cc1 (stereo unspecified)
16.2	-0.59	-1.5	CCN(CC)CCN1C(=O)C(O)=C(C(=O)c2ccco2)C1c1ccccn1 (stereo unspecified)
0.0	-0.23	-0.08	COc1cc2c(cc1OC)CN(C(=O)C1(c3ccccc3)CC1)CC2
x	-2.31	-2.13	Cc1ccc(NC(=O)COC(=O)c2ccc([N+](=O)[O-])s2)c(C)c1
16.3	-0.98	-0.34	O=C(COc1ccc(Cl)cc1Cl)Nc1ccccn1
0.0	x	x	O=C(Nc1nnc(CCN2CCCCC2)s1)c1ccccc1
x	0.38	-0.18	CC1(CC(=O)N/N=C/c2ccc(-c3ccc(C(=O)O)cc3)o2)OCCO1
x	-0.55	-0.89	CCCCCCNCc1ccc(Br)cc1
-16.1	0.65	0.88	CC(C)NC(=O)C(OC(=O)c1ccccc1)C(OC(=O)c1ccccc1)C(=O)O (stereo unspecified)
-2.8	-0.23	-0.78	CC(C)CCn1nnnc1C(c1ccccc1)N1CCC(C(N)=O)CC1 (stereo unspecified)
-76.0	-0.34	-0.95	Cn1nc(C(=O)NCc2cccs2)c2ccccc2c1=O
-100.0	x	x	C/C(CC(=O)Nc1cccc(Cl)c1Cl)=N\NC(=O)c1ccccc1C
43.6	-0.23	0.02	c1ccc(C(c2ccccc2)N2CCN(c3nc4ccccc4n4cnnc34)CC2)cc1
x	0.74	3.82	CCOC(=O)c1[nH]c2ccc(OC)cc2c1NC(=O)C(C)N1CCC2(CC1)OCCO2 (stereo unspecified)
57.1	x	x	Cc1cc(C)c(CSc2ncnc3nc[nH]c23)c(C)c1
-8.6	0.73	0.57	CCC(=O)Nc1sc2c(c1C#N)CC(C)(CC)OC2 (stereo unspecified)
x	-1.98	-0.84	CCOC(=O)c1cc2sccc2n1CCCN1C(=O)c2ccccc2C1=O
-23.5	x	x	COC(C(=O)Nc1cccc([N+](=O)[O-])c1)c1ccccc1 (stereo unspecified)
39.3	-2.43	-1.62	O=C(c1cc2c(s1)CCC2)N1CCN(c2ccccc2)CC1
8.3	-0.11	0.32	O=C(CSc1ncnc2c1cnn2CCO)Nc1cccc(C(F)(F)F)c1
55.6	x	x	CC1CCC(NC(=O)C2CC(=O)N(c3ccc4c(c3)OCCO4)C2)CC1 (stereo unspecified)
51.4	-1.26	-0.97	Cc1cc(C(=O)C(C)OC(=O)C2=NNC(=O)CC2)c(C)n1-c1ccc(OC(F)F)cc1 (stereo unspecified)
-12.0	0.35	-0.42	O=C(NCc1cccs1)C1CC(=O)N(c2ccccc2)C1 (stereo unspecified)
-33.3	x	x	O=C(CSc1cccc[n+]1[O-])N1CCCc2ccccc21

(further entries)
INS promoter inh	SDO1 yeast rescue	SDO1 yeast rescue Rescue 24 h	Molecule
x	1.8	1.84	Cn1c(NC(=O)C[n+]2cc(-c3ccccc3)n3c2CCC3)cc(=O)n(C)c1=O
50.0	0.39	0.28	CCOC(=O)c1[nH]c2ccc(OCC)cc2c1NC(=O)CN1CCCC(C)C1 (stereo unspecified)
-114.8	-2.05	-1.47	COc1ccc(Cc2nc(-c3ccc(NC(=O)c4cccnc4)cc3)no2)cc1
30.6	0.43	0.13	O=C(Nc1ccc2oc(=O)ccc2c1)c1cccnc1Cl
60.5	1.32	2.37	CCOC(=O)/C=C1\CC(=O)Nc2nonc2N1
-6.7	2.53	1.83	Cc1cc(=O)n2[nH]c(N)c(N=Nc3ccccc3F)c2n1
-6.5	-0.1	-0.6	CCOC(=O)C(NC(=O)c1ccccc1)=C(C)C
10.0	x	x	O=c1cc(CN2CCN(S(=O)(=O)c3ccccc3)CC2)nc2sccn12
-7.7	-0.5	-0.14	CCOc1ccc(-c2n[nH]c(C)c2-c2ccccc2OC)c(O)c1
0.0	1.14	1.81	CC1(C)Cc2ccccc2C(NNC(=O)c2ccccn2)=N1
x	0.04	0.26	CCCCOC(=O)c1ccc(NC(C)=O)cc1
23.7	0.45	0	COc1ccccc1Cc1nnnn1CC(=O)O
8.6	0.28	0.17	Cc1csc(SCC(=O)c2c(N)n(C)c(=O)n(C)c2=O)n1
-241.7	1.05	0.7	O=C(O)C1CC1C(=O)N1CCN(c2ccc(Cl)c(Cl)c2)CC1 (stereo unspecified)
x	-0.82	-0.93	Cc1ccc(S(=O)(=O)Nc2cc3c(C(=O)Nc4ccccc4)c(C)oc3c3ccccc23)cc1
0.0	-0.23	0.24	COC(=O)c1ccc(COC(=O)CCC(=O)c2cccs2)cc1
-17.6	x	x	CN(C)c1cc[n+](CC(=O)c2ccc(-c3ccccc3)cc2)cc1
30.2	x	x	O=C(CSc1nnc(-c2ccc(Cl)s2)o1)N1CCc2ccccc21
-4.2	0.86	1.12	O=C(NNS(=O)(=O)c1ccc(Cl)cc1)c1sccc1-n1cccc1
x	-1.08	-1.33	Cc1ccc(-c2nc(C#N)c(N3CCCCC3)o2)cc1
-40.0	-0.8	-0.78	CCSc1cc(N2CCCC2)nc(-c2ccccc2Cl)n1
u	0.45	-0.01	COc1ccc(C(=O)NCCN2CCOCC2)cc1OC
-20.0	-0.14	-0.25	COc1cc2c(cc1NC(=O)CSc1ccccc1)oc1ccccc12
-468.8	1.23	1.56	CC(C)CNS(=O)(=O)c1ccc(CCC(=O)N2CCN(Cc3ccc4c(c3)OCO4)CC2)cc1
0.0	0.19	0.12	C[C@H](CO)NC(=O)[C@H](C)[C@H]1C[C@]1(C)[C@H](NC(=O)OCc1ccccc1)c1ccccc1

7 compounds out of the list above, arranged by the number in INS promoter inh, descending.
canonical_smiles	INS promoter inh	SDO1 yeast rescue	SDO1 yeast rescue Rescue 24 h
O=c1cc(CN2CCN(S(=O)(=O)c3ccccc3)CC2)nc2sccn12	10.0	x	x
Cc1csc(SCC(=O)c2c(N)n(C)c(=O)n(C)c2=O)n1	8.6	0.28	0.17
CCOC(=O)C(NC(=O)c1ccccc1)=C(C)C	-6.5	-0.1	-0.6
Cc1cc(=O)n2[nH]c(N)c(N=Nc3ccccc3F)c2n1	-6.7	2.53	1.83
CCSc1cc(N2CCCC2)nc(-c2ccccc2Cl)n1	-40.0	-0.8	-0.78
COc1ccc(Cc2nc(-c3ccc(NC(=O)c4cccnc4)cc3)no2)cc1	-114.8	-2.05	-1.47
CC(C)CNS(=O)(=O)c1ccc(CCC(=O)N2CCN(Cc3ccc4c(c3)OCO4)CC2)cc1	-468.8	1.23	1.56

Continued:
INS promoter inh	SDO1 yeast rescue	SDO1 yeast rescue Rescue 24 h	Molecule
33.3	x	x	Cc1cc(C(=O)OCC(=O)N2CCOCC2)ccc1[N+](=O)[O-]
-25.0	0.02	-0.02	O=C1c2ccccc2NC(c2ccc(Cl)cc2Cl)N1O (stereo unspecified)
20.0	-0.79	-1.15	CC(C)C1N=C2c3ccccc3N=C(SCC#N)N2C1=O (stereo unspecified)
x	0.1	1.74	CCNS(=O)(=O)c1ccc2nc(NC(=O)/C=C/c3cc(OC)c(OC)c(OC)c3)sc2c1
-343.8	-0.83	0.14	COc1ccccc1N1CCN(C(=O)c2sc3nc(-c4ccccc4)cn3c2C)CC1
31.0	0.23	1.39	O=C(Nc1ccc(F)cc1F)c1cc2ncc(Br)cn2n1
16.1	0.31	-0.08	CC(C)CNC(=O)COC(=O)/C=C/c1ccco1
x	1.08	0.25	CSc1nnc(C)c(=O)n1COC(=O)c1ccc(S(=O)(=O)N2CCCC2)cc1
x	-0.92	-1.23	c1ccc(-c2ccc(CN3CCN(c4ncccn4)CC3)cc2)cc1
-6.2	1.07	-0.61	O=C(N/N=C/c1ccc(N2CCOCC2)o1)c1cccc(C(F)(F)F)c1
18.8	-0.32	-0.03	CC(=O)c1ccc(N2CCN(C(=O)COc3ccccc3F)CC2)c(F)c1
-53.3	x	x	Cc1cc(C(=O)COC(=O)c2ccc3c(c2)OCO3)c(C)n1CC1CCCO1 (stereo unspecified)
x	0.22	1.57	O=C1N=C(N2CCOCC2)S/C1=C\c1ccc(-c2ccccc2Cl)o1
32.2	-0.39	-0.4	COc1ccc(NC(=O)C2=C(C)NC(=O)NC2c2cccc(OC)c2OC)c(OC)c1 (stereo unspecified)
-64.0	-0.83	-0.33	Fc1ccc2nc(Nc3nc4cc5c(cc4s3)OCCO5)sc2c1
45.7	-1.5	-1.13	Cc1cc(C)c(S(=O)(=O)N2CCCC(C(=O)NCCC3=CCCCC3)C2)c(C)c1 (stereo unspecified)
16.7	x	x	O=c1oc2ccccc2c2[nH]ccc12
6.7	-0.57	-1.56	COC(=O)c1ccc(CSc2nc(N)cc(N)n2)cc1
6.7	0.81	0.92	Cc1cc(NS(=O)(=O)c2ccc(NC(=O)CSc3nnc(-c4ccco4)n3Cc3ccco3)cc2)nc(C)n1
-2.7	x	x	Cc1ccc(-n2c(-c3ccncc3)nnc2-c2cccs2)cc1
-13.3	x	x	CNc1nc(-c2ccc3c(c2)CCN3C(=O)c2ccc(F)cc2)cs1
-48.1	-0.1	-0.5	O=C(Nc1ccc(S(=O)(=O)N2CCCCC2)cc1)C1CCCN(C(=O)c2ccc(Cl)cc2)C1 (stereo unspecified)
100.0*	-0.08	0.84	CCCCNc1nc2ccccc2[nH]1
-5.0	-0.52	0.03	COCCN1C(=O)N[C@@H](c2ccc(Br)cc2)C(C(=O)OC)=C1C
37.8	0.22	-0.7	CN(C)CCCNC(=O)c1ccc(Cl)c(S(=O)(=O)N(C)c2ccccc2)c1

New compounds follow.
INS promoter inh	SDO1 yeast rescue	SDO1 yeast rescue Rescue 24 h	Molecule
12.1	-1.56	-0.79	CCc1nn2cc(C(=O)c3cc(Cl)ccc3O)cnc2c1-c1ccc(F)cc1
12.5	0.4	-0.1	COc1ccccc1N(CC(=O)N/N=C/c1c(O)ccc2ccccc12)S(C)(=O)=O
29.7	-0.41	-0.59	CCCNS(=O)(=O)c1ccc(OCC(=O)NCc2ccc3c(c2)OCO3)cc1
x	0	-0.28	Fc1cccc(Cl)c1CSc1ncn[nH]1
x	-0.84	-1.45	CCOc1ccc(C(=O)NCc2ccccn2)cc1
-15.4	1.19	1.2	C=CCn1c(SCC(=O)NC(=O)c2cccc([N+](=O)[O-])c2)nnc1-c1ccccc1F
-27.3	x	x	O=C(CCN1CCCCCC1)Nc1ccc2c(c1)OCCO2
x	1.56	2.37	CC(=O)OC1=C(C#N)Cn2ccc3cccc1c32
x	0.18	1.34	CCc1nnc2n1N=C(c1ccc(-c3cc(Cl)ccc3Cl)o1)CS2
x	0.43	0.13	CCC(=O)N1c2ccccc2-c2nnc(SC)nc2OC1c1ccc(OC)c(OC)c1 (stereo unspecified)
x	0.46	-0.14	Oc1ccc(N=Nc2n[nH]c(-c3ccc(Cl)cc3)n2)cc1
x	-0.06	-0.02	Fc1ccc(C2CC(c3ccc(F)cc3)n3ncnc3N2)cc1 (stereo unspecified)
x	0.79	0.37	CCCN1C(=O)/C(=c2\s/c(=C3\C=Cc4ccccc4N3CC)c(=O)n2-c2ccccc2)SC1=S
-33.3	x	x	O=C(NCCO)Nc1ccc2nsnc2c1
x	-0.71	-1.05	CCOC(=O)c1sc2ccccc2c1OC(=O)c1ccccc1OC
x	0.77	0.27	CCOC(=O)CCP(=O)(O)C(O)c1ccc(OC)cc1 (stereo unspecified)
-32.4	2.2	2.27	COC(=O)N(C)c1ccccc1C(=O)N1CCOCC1
x	1.34	1.16	COc1ccc(/C=C(\NC(=O)c2ccccc2)C(=O)N/N=C/c2sccc2C)cc1
7.7	x	x	CC(C)(C)NC(=O)C(=O)NN=C1CCCCCCCCCCC1
i	-0.05	-0.32	Cc1ccc(SC(C)C(=O)NCC(C)C)cc1 (stereo unspecified)
x	0.5	-0.4	COc1ccc(CCCc2nnc(SCC(=O)N/N=C\c3ccc(O)c(OC)c3)o2)cc1C
29.6	-1.1	-0.78	Cc1ccccc1C(=O)NNC(=S)NC(=O)COc1ccccc1
14.3	-0.25	-0.75	COc1ccc(-n2c(=O)[nH]cc(C(=O)N3CCCc4ccccc43)c2=O)cc1
-17.1	0.1	0.07	Cc1ccccc1C(=O)NNC(=O)c1ccoc1C
52.4	x	x	O=C(Oc1cccc([N+](=O)[O-])c1)N1CCCCC1

Additional entries.
INS promoter inh	SDO1 yeast rescue	SDO1 yeast rescue Rescue 24 h	Molecule
20.0	-0.78	-0.92	O=C(Nc1cccc2ccccc12)/C(=C/c1ccc([N+](=O)[O-])cc1)NC(=O)c1ccccc1
-383.3	-1.73	-1.34	Clc1ccc(-n2nnnc2-c2cnc(-c3ccccn3)nc2-c2cccs2)cc1
22.7	0.38	0	Cc1ccc(OCCC(=O)OCC(=O)C(C)(C)C)cc1
-35.5	0.6	-0.48	COC(=O)/C(C(C)=O)=C(\C=C\N(C)C)N(C)C
-356.2	0.81	1.25	O=C(Cn1cnc2c(nnn2-c2ccc(F)cc2)c1=O)NCC1CCCO1 (stereo unspecified)
-25.0	x	x	Cc1ccc(S(=O)(=O)NNC(=O)C2COc3ccccc3O2)cc1C (stereo unspecified)
